Hck Nef HTS – human Hck-Nef kinase inhibition; hit rate 0.68% among 220,000; Recombinant Hck-YEEI plus Nef, Z-Lyte FRET kinase assay; inhibition, % at 20 µM; P08631;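 active = Hck-Nef kinase inhibition above about 50%, limit read from the data; inactive = inhibition below that limit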;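 also: 0% = DMSO with Hck plus Nef and 100% = Hck alone without Nef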
FXIIa inh 1536 – inhibitors of human coagulation factor XIIa; P00748; inhibition, % at 5 µM; purified FXIIa, Boc-QGR-AMC fluorogenic substrate, 2 h; hit rate 0.3% among 220,000; in the data active = inhibition above about 40%;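 also: 0% = enzyme with no compound and 100% = blank without enzyme; many of its hits are not listed in these tables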
FXIa inh 1536 – factor XIa (human) inhibition; inhibition, % at 5 µM; purified FXIa, Boc-Glu-Ala-Arg-AMC fluorogenic substrate; AID 798; P03951; hit rate 0.14% among 220,000;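 active = inhibition of at least 40%; inactive = inhibition below 40%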;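 also: fluorescence of freed AMC excited at 355 nm; 0% = enzyme without compound and 100% = no enzyme blank; many of its hits are not listed in these tables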
Runt-SMMHC FRET – blocks binding of human RUNX1 Runt domain to CBFb-SMMHC | Cerulean-Runt/Venus-CBFb-SMMHC FRET ratio 530/480, 1 h | inhibition, % at 20 µM | hit rate 0.74% among 220,000 | AID 1434;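 active = mean inhibition across duplicate retests at 20 µM reaching about 50%, limit read from the data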;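 also: 0% = DMSO wells and 100% = wells with excess untagged CBFb-SMMHC; inhibitors lower the FRET ratio by blocking Runt binding to CBFb-SMMHC; some results filed as inactive read as strong as hits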
KLK5 inh – inhibitors of human kallikrein 5 | inhibition, % at 5 µM | recombinant hK5, fluorogenic AMC substrate cleavage | Q9Y337 | hit rate 0.59% among 210,000;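 active = inhibition of 40% or more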;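 also: 0% = enzyme controls without compound and 100% = no-enzyme blanks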
Target sequence (Q9Y337 67-293 limits assumed): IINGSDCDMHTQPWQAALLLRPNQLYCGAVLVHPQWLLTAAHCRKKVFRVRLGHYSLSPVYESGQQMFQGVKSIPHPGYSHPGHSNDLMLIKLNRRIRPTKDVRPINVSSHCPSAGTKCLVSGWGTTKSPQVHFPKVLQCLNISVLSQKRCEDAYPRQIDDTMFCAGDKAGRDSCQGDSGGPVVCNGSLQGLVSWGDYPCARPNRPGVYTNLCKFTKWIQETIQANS
14-3-3 Bad PPI – disrupts binding of bovine 14-3-3 zeta to phospho-Bad peptide. P63103. TR-FRET 14-3-3zeta/Dy647-pBad peptide displacement, 1 h. inhibition, % at 21.7 µM. hit rate 0.71% among 220,000;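 active = inhibition above about 70%, limit read from the data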;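 also: 0% = full 14-3-3 plus peptide FRET controls and 100% = background without 14-3-3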
thrombin 1536 – inhibitors of human thrombin; alpha-thrombin, Boc-VPR-AMC fluorogenic substrate cleavage; inhibition, % at 5 µM; hit rate 0.26% among 220,000; AID 1046;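 active = inhibition at or above 40%; inactive = inhibition below 40%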;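 also: 0% = enzyme with no compound and 100% = wells without enzyme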
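System: Human alpha-thrombin protein | Medium: pH 7.5 Tris (50 mM) with NaCl 150 mM, Tween 20 0.05% | Times: Enzyme reaction carried out at room temperature | Detection: AMC fluorescence, 355/460 nm | Evaluation: Percent inhibition scaled between no-compound controls and no-enzyme blanks | Benchmarks: Enzyme without compound as high, wells lacking enzyme as low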
Wee1 stabilizer – blocks degradation of human Wee1 kinase; P30291; reporter increase, % at 5 µM; hit rate 1.2% among 220,000; HeLa Luc-Wee1K328M stability, luciferase luminescence; 100% = proteasome inhibitor MG132 effect;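 active = activation above the mean of all tested compounds plus 3 SD, set per screening run, cut at about 8.8% in these data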;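 also: cells exposed to compound for 20 h before luminescence read; 0% = DMSO alone and 100% = MG132 at 30 µM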
Target sequence (P30291 whole entry K328M): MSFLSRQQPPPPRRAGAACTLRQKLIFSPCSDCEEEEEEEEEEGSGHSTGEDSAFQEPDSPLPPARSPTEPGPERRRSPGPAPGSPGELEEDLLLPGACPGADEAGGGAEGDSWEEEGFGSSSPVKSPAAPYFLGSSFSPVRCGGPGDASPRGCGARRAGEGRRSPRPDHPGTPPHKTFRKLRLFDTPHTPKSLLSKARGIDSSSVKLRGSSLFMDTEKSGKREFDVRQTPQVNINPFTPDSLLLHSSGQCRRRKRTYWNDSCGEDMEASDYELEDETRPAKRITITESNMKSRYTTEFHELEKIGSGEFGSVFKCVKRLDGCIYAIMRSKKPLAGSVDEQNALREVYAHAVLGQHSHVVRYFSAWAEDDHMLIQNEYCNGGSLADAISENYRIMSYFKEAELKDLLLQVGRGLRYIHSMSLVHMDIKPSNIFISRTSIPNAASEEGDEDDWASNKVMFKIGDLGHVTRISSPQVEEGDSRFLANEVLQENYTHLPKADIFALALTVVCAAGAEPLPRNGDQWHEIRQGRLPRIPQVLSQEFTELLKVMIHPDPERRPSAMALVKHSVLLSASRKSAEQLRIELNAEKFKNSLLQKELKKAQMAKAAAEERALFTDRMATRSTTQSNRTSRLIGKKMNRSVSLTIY
Runt-CBFb FRET – inhibitors of human RUNX1 Runt domain binding to CBFb | Cerulean-Runt/Venus-CBFb FRET ratio 530/480, 1 h | Q01196+Q13951 | inhibition, % at 20 µM | AID 1496 | hit rate 0.46% among 220,000;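 active = inhibition over about 50% at 20 µM in the single-dose screen, limit read from the data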;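 also: 0% = DMSO wells and 100% = excess unlabeled CBFb competitor control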
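Assay system: Cerulean-tagged RUNX1 Runt domain (FRET donor) fusion protein / Amount: 100 nM each of Venus-CBFb and Cerulean-Runt domain / Medium: Tris buffer pH 7.5 with salts and BSA / Also added: Venus-CBFb 100 nM / Schedule: 1 h complex formation plus 1 h compound treatment, room temperature / Signal: FRET fluorescence / Read-out: loss of energy transfer signal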
* hit, by the source's call; · = no result given; [ ] = dose if it differs, or a comment.

Sample of the layout, 3 compounds:
Runt-SMMHC FRET,KLK5 inh,FXIa inh 1536,thrombin 1536,FXIIa inh 1536,Hck Nef HTS,Wee1 stabilizer,Runt-CBFb FRET,14-3-3 Bad PPI,Molecule
12,4,3,-8,8,26,-1,4,-24,COC(=O)C1=C(O)/C(=C\c2cc(C)n(-c3ccc(F)cc3)c2C)N=C1C
-4,-1,3,-3,8,7,8,0,-8,CC1(C)c2ccccc2-c2nc3ccccc3cc2C1O (centres undefined)
-1,-3,-3,-16,2,12,1,2,1,Cc1csc2c(N3CCN(C(=S)Nc4ccc(C(F)(F)F)cc4)CC3)ncnc12

All compounds of this part, from the start:
Runt-SMMHC FRET,KLK5 inh,FXIa inh 1536,thrombin 1536,FXIIa inh 1536,Hck Nef HTS,Wee1 stabilizer,Runt-CBFb FRET,14-3-3 Bad PPI,Molecule
12,4,3,-8,8,26,-1,4,-24,COC(=O)C1=C(O)/C(=C\c2cc(C)n(-c3ccc(F)cc3)c2C)N=C1C
-4,-1,3,-3,8,7,8,0,-8,CC1(C)c2ccccc2-c2nc3ccccc3cc2C1O (centres undefined)
-1,-3,-3,-16,2,12,1,2,1,Cc1csc2c(N3CCN(C(=S)Nc4ccc(C(F)(F)F)cc4)CC3)ncnc12
2,18,-6,-4,2,0,1,1,0,O=C(Nc1ccccc1-c1nnc(SCc2ccccc2)o1)c1ccccc1
1,-2,-5,-7,4,21,-2,2,-11,Cc1ccc(CN(Cc2cc3cccc(C)c3[nH]c2=O)C(=S)NCCCN(C)C)cc1
6,1,-2,3,12,2,0,98*,7,Cc1ccc(C(=O)Nc2c3c(nn2C(C)(C)C)CS(=O)(=O)C3)cc1C
0,-16,-2,-3,4,29,-2,-1,-8,CCOc1ccc(OCCSc2nc(-c3ccccc3)cc(=O)[nH]2)cc1
-8,-8,-2,-8,3,10,-4,-2,7,O=C(CN1C(=O)C2CC=CCC2C1=O)Nc1ccc(S(=O)(=O)N2CCOCC2)cc1 (centres undefined)
-1,-6,-7,-21,5,12,-4,-1,1,COC(=O)c1ccc(NC(=O)NCCCl)cc1
1,-10,-2,-11,9,22,0,0,0,COc1cc(C(=O)NCCSc2ccc(Br)cc2)cc(OC)c1OC
1,8,-6,4,2,8,-2,2,-6,Cc1ccc(S(=O)(=O)NC(=O)c2cc(C)n(CC(c3ccccc3)N(C)C)c2C)cc1 (centres undefined)
·,-6,-2,0,7,17,3,·,-1,COc1ccc(CNC(N)=O)cc1

Carrying on.
Runt-SMMHC FRET,KLK5 inh,FXIa inh 1536,thrombin 1536,FXIIa inh 1536,Hck Nef HTS,Wee1 stabilizer,Runt-CBFb FRET,14-3-3 Bad PPI,Molecule
1,21,-6,-8,10,0,2,·,-4,Cn1c2c(c(=O)n(C)c1=O)[C@@H]1c3c(ccc4ccccc34)OC[C@@H]1CO2
1,-4,1,-21,-3,0,4,1,-5,COc1ccc(C(=O)/C(C)=N/O)cc1OC
1,-8,6,-1,9,6,0,0,-2,C=CCNC(=S)N(CC=C)C1CCS(=O)(=O)C1 (centres undefined)
-4,7,3,-1,7,-1,7,-1,-1[fluorescence artefact?],COc1ccc(S(=O)(=O)N(CC(=O)NC2CC2)C2CCCCC2)cc1Cl
54,-16,14,-9,8,-5,-3,-2,-19,CCNC(=S)N1CCN(c2cccc(C(F)(F)F)c2)CC1
3,-19,0,-3,10,1,1,0,-15[fluorescence artefact?],CCOC(=O)/C=C/C(=O)Nc1ccccc1-c1ccccc1NC(=O)/C=C/C(=O)OCC
-3,-2,-16,-6,4,1,1,2,-7,CNC(=S)N1CCN(c2ccccc2OC)CC1
-4,-1,7,3,12,6,1,-1,-3,Cc1cccc(C(=O)NNS(=O)(=O)c2ccccc2[N+](=O)[O-])c1
2,1,0,-2,-5,-1,-1,2,2,CC(=O)c1ccc(N2C(=O)[C@@H]3C(CCC(N)=O)NC4(C(=O)Nc5c4ccc(Cl)c5C)[C@@H]3C2=O)cc1 (some centres undefined)
-5,4,-8,3,16,9,-1,-3,8,O=C(Cc1cccs1)Nc1ccc(-c2nc3ccccc3[nH]2)cc1
-4,-7,10,3,13,30,11*,-2,51,CCOC(=O)c1sc(NC(=O)CNC(=O)Cn2cnc3sc(C)c(C)c3c2=O)nc1C
-7,-2,4,-13,0,-2,-1,2,-10,CC(=C/c1ccco1)/C=N/NC(=O)c1nnn(-c2nonc2N)c1CN(C)C

(next part)
Runt-SMMHC FRET,KLK5 inh,FXIa inh 1536,thrombin 1536,FXIIa inh 1536,Hck Nef HTS,Wee1 stabilizer,Runt-CBFb FRET,14-3-3 Bad PPI,Molecule
-190,25,-18,-6,4,-14,0,-137,-6,Cn1nc(C(F)(F)F)cc1-c1ccc(/C=C(\C#N)C(=O)c2cccc(C(F)(F)F)c2)s1
0,-7,-1,-7,7,2,1,2,6,Cc1ccc(OCC(O)CN2CC3(C)CC2CC(C)(C)C3)cc1 (centres undefined)
5,0,-2,-12,8,28,2,-1,-13,COCCOC(=O)c1[nH]c2c(c1C)C(=O)CC(c1cccs1)C2 (centres undefined)
1,1,0,-2,8,-3,1,2,3,CC(C)C[C@H](N)c1cn([C@@H](CCCCN)C(=O)N2CCNCC2)nn1
10,-4,3,4,12,0,4,1,16,COc1ccc(N2CCN(c3cc(C)c4ccc(O)cc4n3)CC2)cc1
-4,-6,-5,-8,3,47,1,1,9,Cc1oc(-c2cccc(F)c2)nc1CN1CCCCC1CCc1ccccn1 (centres undefined)
-4,-2,-4,-5,8,21,1,3,-7,CC(C)NC(=O)CC(=O)N/N=C/c1c(F)cccc1Cl
3,40*,5,15,19,0,6,1,-8,CCS(=O)(=O)N1CCCC(c2nc(-c3cccc(OC)c3)no2)C1 (centres undefined)
·,-2,-1,25,8,16,7,·,-12,CC(C)(C)C(=O)c1cn(CC(=O)O)c2ccccc12
2,5,-1,-2,10,21,2,0,10,O=C(CSc1ccc(F)cc1)NCCSc1ccccc1
7,-29,1,0,9,0,-2,8,2,O=C(CSc1n[nH]c(-c2ccccc2)n1)NC(=O)NCc1ccco1
-1,-4,3,-9,-4,17,1,-2,-6,Cc1ccc(CNC(=O)CNC(=S)N(Cc2ccccc2)Cc2cccnc2)cc1

Full records from above:
O=C(CSc1ccc(F)cc1)NCCSc1ccccc1 is entered as Runt-SMMHC FRET: 2; KLK5 inh: 5; FXIa inh 1536: -1; thrombin 1536: -2; FXIIa inh 1536: 10; Hck Nef HTS: 21; Wee1 stabilizer: 2; Runt-CBFb FRET: 0; 14-3-3 Bad PPI: 10
CC(C)NC(=O)CC(=O)N/N=C/c1c(F)cccc1Cl is entered as Runt-SMMHC FRET: -4; KLK5 inh: -2; FXIa inh 1536: -4; thrombin 1536: -5; FXIIa inh 1536: 8; Hck Nef HTS: 21; Wee1 stabilizer: 1; Runt-CBFb FRET: 3; 14-3-3 Bad PPI: -7

The results go on.
Runt-SMMHC FRET,KLK5 inh,FXIa inh 1536,thrombin 1536,FXIIa inh 1536,Hck Nef HTS,Wee1 stabilizer,Runt-CBFb FRET,14-3-3 Bad PPI,Molecule
3,4,-1,1,5,17,-2,1,1,O=C(CSc1ccc2c(c1)OCCO2)Nc1ccc(N2CCOCC2)cc1
-4,-15,6,3,13,5,1,2,76*,CC1Cc2ccccc2N1C(=O)CNCCCN(C)C (centres undefined)
8,0,3,-4,12,4,-2,-3,4,CCOc1cc(C(=O)Nc2ccccc2N2CCN(S(C)(=O)=O)CC2)cc(OCC)c1OCC
2,-1,-3,-3,11,-2,-2,1,-13,CCOc1ccc(NC(=S)N2CCn3c(nc4ccccc43)C2)cc1
0,0,-13,-3,14,1,1,·,6,CCOC(=O)c1cc(C(=O)OCC)cc(-n2cc(O)c(C(=O)OCC)n2)c1
-7,-30,-16,0,4,-2,5,1,27,COc1ccc(OCC#CCNC(C)(C)C)cc1
0,-4,0,-4,3,4,14*,1,-4[fluorescence artefact?],COCCCNC(=O)c1ccccc1Oc1ccccc1
0,4,3,2,10,22,-3,0,10,COc1ccc(-c2cn3ccc(C)cc3n2)cc1
-4,1,3,-10,6,15,-1,-3,2,CCc1nnc(NS(=O)(=O)c2ccc(NC(=O)COc3ccc(Cl)c(C)c3)cc2)s1
0,2,0,-2,10,-6,0,0,6,CC(c1ccco1)N(C(=O)Nc1ccccc1)C1CCCCC1 (centres undefined)
-3,-3,0,-2,3,16,-2,0,3,Cc1cc(NC(=O)CN2CCN(Cc3ccccc3)CC2)nc2c1c(=O)oc1ccccc12
-3,-6,-7,-5,1,0,-3,-3,-2[fluorescence artefact?],CCC(=O)Nc1ccc(C(=O)NNC(=O)COc2cccc(C)c2)cc1

Other results follow.
Runt-SMMHC FRET,KLK5 inh,FXIa inh 1536,thrombin 1536,FXIIa inh 1536,Hck Nef HTS,Wee1 stabilizer,Runt-CBFb FRET,14-3-3 Bad PPI,Molecule
0,-3,-3,5,8,-7,3,1,-7,Cn1ncc(Cl)c1C(=O)N1CCOCC1
-1,8,3,-4,15,17,1,-3,2,COCCOc1cc(NC(=O)c2cccc(OC)c2)c(Cl)cc1Cl
-1,4,-1,12,2,37,4,6,-4,CC(=O)N1C(=O)/C(=C2\SC(=S)N(NS(=O)(=O)c3ccc(C)cc3)C2=O)c2ccccc21
-18,1,2,-2,9,0,-2,-1,0[fluorescence artefact?],O=C(NC1(C(F)(F)F)N=C2SCCN2C1=O)c1ccco1 (centres undefined)
1,-1,-6,-2,-1,0,1,0,10,Cc1cccc(NC(=O)CCN2C(=O)c3ccccc3C2=O)n1
-3,-7,3,-9,-3,1,0,0,2,Cn1c(C(=O)NCc2cccnc2)cc2sccc21
-1,-3,19,-4,23,1,0,5,4,FC(F)(F)c1cc(-c2ccco2)nc(NCc2cccs2)n1
3,-6,5,-1,7,1,-3,3,23,CCN(CCCNC(=O)C1CCN(S(=O)(=O)N2CCOCC2)CC1)c1cccc(C)c1
